CHRM4 antagonist: human M4 muscarinic receptor antagonists, primary screen, CHO cells, Fluo-8 calcium fluorescence. actives 0.73% (n = 360,000). inhibition, % at 3 µM. CHO-hM4 cells, ACh EC80. Muscarinic acetylcholine receptor M4 (Homo sapiens), P08173;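 active = inhibition above its plate's cutoff, the mean inhibition of sample wells plus 3 SD, cut at about 27% in these data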;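 also: 0% = acetylcholine EC80 with DMSO and 100% = DMSO without agonist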
Target sequence (P08173 whole entry, looked up): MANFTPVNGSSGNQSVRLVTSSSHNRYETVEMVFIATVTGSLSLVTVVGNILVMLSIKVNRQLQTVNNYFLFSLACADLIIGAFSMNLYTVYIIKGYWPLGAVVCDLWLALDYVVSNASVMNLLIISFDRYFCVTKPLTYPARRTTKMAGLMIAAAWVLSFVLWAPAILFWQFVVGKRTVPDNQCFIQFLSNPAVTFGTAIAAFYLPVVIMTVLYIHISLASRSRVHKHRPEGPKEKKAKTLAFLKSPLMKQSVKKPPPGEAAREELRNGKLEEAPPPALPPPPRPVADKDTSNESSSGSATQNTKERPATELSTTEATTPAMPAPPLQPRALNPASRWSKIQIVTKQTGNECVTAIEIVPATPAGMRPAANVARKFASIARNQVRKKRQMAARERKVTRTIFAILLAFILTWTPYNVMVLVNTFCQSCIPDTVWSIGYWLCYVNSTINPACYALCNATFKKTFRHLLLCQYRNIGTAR
CHRM1 antagonist: human M1 muscarinic receptor antagonists, primary screen, CHO-K1 cells, Fluo-8 calcium fluorescence, 1536-well; CHO-K1 hM1, ACh EC80 antagonist; inhibition, % at 3 µM; actives 1.3% (n = 360,000); AID 588852, 2011; Muscarinic acetylcholine receptor M1 (Homo sapiens), P11229;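 active = percent inhibition above its own plate's cutoff, namely the mean of that plate's compound wells plus 3 SD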;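 also: peak over basal fluorescence ratio during 140 s after agonist addition; 0% = ACh EC80 plus DMSO and 100% = DMSO alone without agonist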
Target sequence (P11229 whole entry, looked up): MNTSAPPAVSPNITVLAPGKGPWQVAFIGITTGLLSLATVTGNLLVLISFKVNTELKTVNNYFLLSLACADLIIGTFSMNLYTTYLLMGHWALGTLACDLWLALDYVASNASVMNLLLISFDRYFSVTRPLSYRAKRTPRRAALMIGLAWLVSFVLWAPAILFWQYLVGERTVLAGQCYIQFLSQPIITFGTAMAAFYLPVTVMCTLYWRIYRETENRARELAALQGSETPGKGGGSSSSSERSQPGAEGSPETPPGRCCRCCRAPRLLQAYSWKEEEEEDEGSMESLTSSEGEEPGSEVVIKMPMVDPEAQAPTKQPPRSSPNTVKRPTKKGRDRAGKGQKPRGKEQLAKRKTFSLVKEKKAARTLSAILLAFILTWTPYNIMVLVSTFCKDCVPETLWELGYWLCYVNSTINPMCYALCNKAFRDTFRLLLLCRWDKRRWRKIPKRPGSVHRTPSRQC
M1 ag: human M1 muscarinic receptor agonists, primary screen, Fluo-8 calcium fluorescence, CHO-K1 cells, HTS; activation, % at 3 µM; CHO-K1 hM1, agonist mode; 0% DMSO, 100% acetylcholine EC100; Muscarinic acetylcholine receptor M1 (Homo sapiens), P11229; actives 0.33% (n = 360,000); AID 588814, 2011;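 active = activation above the run's mean compound activation plus 3 SD, cut at about 16% in these data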;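 also: peak over basal fluorescence ratio within a 140 s kinetic read after compound addition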
M4 ag: human M4 muscarinic receptor agonists, primary screen, CHO-K1 cells, Fluo-8 calcium fluorescence; Muscarinic acetylcholine receptor M4 (Homo sapiens), P08173; CHO-K1 hM4/Gqi5; vehicle 0%, full acetylcholine response 100%; activation, % at 3 µM; actives 0.14% (n = 360,000);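 active = activation above the run mean over all test wells plus 3 SD, cut at about 32% in these data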;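 also: peak over basal fluorescence ratio per well then scaled between controls; 0% = DMSO wells and 100% = acetylcholine at EC100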
CHO parental Ca: ATP-evoked calcium signal inhibitors, parental CHO, primary screen, counter-screen for OX1R antagonist project, cell-based, fluorescence, Fluo-8 calcium dye; parental CHO-K1, ATP-induced calcium, Fluo-8 fluorescence; inhibition, % at 5.6 µM; actives 0.63% (n = 330,000);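 active = inhibition above that plate's mean sample inhibition plus 3 SD, cut at about 26% in these data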;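 also: 0% = ATP-challenged DMSO wells and 100% = DMSO wells without ATP; some compounds past the cut are filed as inactive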
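Assay system: parental CHO cells; Read-out basis: percent inhibition of ATP-evoked calcium rise, normalized to controls; Benchmarks: ATP and no-ATP DMSO wells; Compound dosing: single nominal dose of 5.6 µM per compound; Signal: Fluo-8 calcium dye fluorescence; Also added: ATP as calcium-mobilizing challenge; Repeats: singlicate.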
CHRM1 PAM: human M1 muscarinic receptor positive allosteric modulators, primary screen, CHO-K1 cells, Fluo-8 calcium fluorescence, 1536-well; activation, % at 3 µM; actives 0.088% (n = 360,000); CHO-K1 hM1, ACh EC20; 0% = ACh EC20, 100% = maximal ACh; Muscarinic acetylcholine receptor M1 (Homo sapiens), P11229; in the data active = activation above about 19%, passing the limit was not always enough
CHO-K1 Ca ag: counter-screen for M1 agonists: effect in parental CHO-K1 cells; Fluo-8 calcium fluorescence; scaled to maximal ATP response, vehicle zero; activation, % at 3 µM; actives 0.48% (n = 360,000); AID 602248, 2012; in the data active = activation above about 15%;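 also: untransfected CHO-K1 host cells lacking M1 receptor as counterscreen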
OXTR potentiator: human OXTR potentiators, primary screen, fluorescence, CHO-OTR cells, Fluo-8 calcium; Oxytocin receptor (Homo sapiens), P30559; Fluo-8 calcium fluorescence, potentiator mode; 0% = oxytocin EC15, 100% = EC100; activation, % at 3 µM; actives 0.061% (n = 320,000); AID 2445, 2010;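 active = activation above that plate's cutoff, the mean activation of tested compounds plus 3 SD, cut at about 6.6% in these data, passing the limit was not always enough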;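 also: 100% uses oxytocin at 75 nM as the full agonist control; some results filed as inactive read as strong as hits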
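assay system = CHO-OTR cells, human receptor | schedule = compound 6 min at room temperature before oxytocin, 100 s read | detection = Fluo-8 intracellular calcium fluorescence, ex 470-495, em 515-575 nm | evaluation = normalized max/min fluorescence ratio, % activation | control set = EC15 oxytocin alone as 0%, 75 nM oxytocin (EC100) as 100%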
CHO-K1 Ca antag: counter-screen for M1 antagonists: effect in parental CHO-K1 cells. ATP-induced calcium, Fluo-8 fluorescence. inhibition, % at 3 µM. actives 0.6% (n = 360,000). AID 602250;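 active = inhibition above a per-plate cutoff, the plate's mean sample inhibition plus 3 SD, cut at about 24% in these data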;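 also: 0% = DMSO plus EC80 ATP and 100% = DMSO alone without ATP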
* = called active by the depositor; x = not tested or not shown.

SMILES	CHRM4 antagonist	CHRM1 antagonist	M1 ag	M4 ag	CHO parental Ca	CHRM1 PAM	CHO-K1 Ca ag	OXTR potentiator	CHO-K1 Ca antag
COc1ccc(C(=O)NCC(c2ccccc2)c2ccccc2)cc1S(=O)(=O)N1CCOCC1	7	-7	-5	2	x	3	0.0	x	5
Cc1cc(NC(=O)CSc2nnc(-c3ccc(Br)o3)n2Cc2ccccc2)no1	15	-2	-4	1	-16	-1	1.0	-4	-2
CCOc1ccccc1NC=C1C(=O)OC2(CCCCC2)OC1=O	-6	-18	-6	7	-27	-4	1.4	-8	-18
COc1ccc(OC)c(CNC(=O)CCc2cn(C)c3ccccc23)c1	-15	-4	-3	2	-14	4	0.3	-1	-7
CC(C)NCCOCCOc1ccc(Cl)cc1Br	6	3	-9	5	-4	-10	1.9	2	-1
Cc1ccc(C)c(C(=O)OCC(=O)Nc2ccc(N3CCOCC3)cc2)c1	-5	-24	3	2	-4	25*	0.7	-8	-19
COCCNC(=S)N1CCN(c2nc(-c3ccc(F)cc3)cs2)CC1	1	7	0	8	-1	-9	6.4	-23	-4
COc1ccc(Br)cc1CN(C)CC(=O)NCCc1ccc(S(N)(=O)=O)cc1	0	2	-7	2	-19	0	0.1	-9	12
O=C(Nc1ccc2nsnc2c1)N1CCCCC1	12	1	-2	1	-4	-6	0.3	-4	-3
O=C(/C=C/c1ccccc1)OCC(=O)N1CCCC1	-10	-14	-5	1	-5	10	0.7	4	-29
COc1ccc(OCc2cc(C(=O)N3CCCCCCC3)no2)c(Cl)c1	-9	-14	-2	5	-5	12	0.3	-11	3
Cc1cc(-c2ccccc2)c2nncn2n1	-1	-6	0	1	-9	14	-0.4	-11	4
O=C(COc1ccc(Cl)cc1Cl)NNC(=S)NCc1ccco1	-7	6	-5	4	-12	5	0.6	0	12
O=C(COC(=O)c1ccc2c(c1Cl)C(=O)c1ccccc1C2=O)NC1CC1	-5	14	-7	11	-21	-10	3.7	-18	8
N#Cc1c(-c2ccccc2)nc(N2CCN(Cc3ccccc3)CC2)[nH]c1=O	-2	-10	-8	-1	-4	9	-0.4	-4	-13
NS(=O)(=O)c1ccc(CNC(=O)c2cc(-c3ccccc3)nc3ccccc23)cc1	6	14	-1	13	5	-5	5.4	0	-2
Cn1c(Oc2ccc(F)cc2F)c(C=O)c2ccccc21	-8	-3	-7	-2	-16	4	-0.4	0	-11
COc1cc2[nH]c(=S)n(N(C(C)=O)C(C)=O)c(=O)c2cc1OC	8	12	0	0	-8	0	0.1	-6	6
O=C(Cn1cc(CNC(=O)C2CCCCC2)nn1)Nc1cc(C(F)(F)F)ccc1Cl	-5	-15	-1	3	-7	7	0.6	-3	-14
O=C(Nc1ccc2ncccc2c1)c1ccccc1Cl	-6	-3	-2	4	-7	10	2.1	-8	-2
CC(C)(C)NC(=O)CSc1nnc(Cc2ccc3c(c2)OCO3)n1C1CCCCC1	-3	-3	-5	-1	-10	1	0.3	-1	2
COc1ccccc1N1CCN(C(=S)Nc2cccc(C)c2)CC1	-1	-11	-10	2	-9	13	1.1	-7	-4
CC(NS(=O)(=O)c1ccc([N+](=O)[O-])cc1)C(c1cccs1)N1CCOCC1 (stereo not drawn)	1	-3	-11	1	-9	4	0.6	-5	1
CCN(CC)CC(=O)N1CCCC(C(=O)c2ccccc2OC)C1 (stereo not drawn)	-5	-10	-11	0	-9	10	3.8	3	7

Given field by field: part of the list above
NS(=O)(=O)c1ccc(CNC(=O)c2cc(-c3ccccc3)nc3ccccc23)cc1
  CHRM4 antagonist: 6
  CHRM1 antagonist: 14
  M1 ag: -1
  M4 ag: 13
  CHO parental Ca: 5
  CHRM1 PAM: -5
  CHO-K1 Ca ag: 5.4
  OXTR potentiator: 0
  CHO-K1 Ca antag: -2
Cn1c(Oc2ccc(F)cc2F)c(C=O)c2ccccc21
  CHRM4 antagonist: -8
  CHRM1 antagonist: -3
  M1 ag: -7
  M4 ag: -2
  CHO parental Ca: -16
  CHRM1 PAM: 4
  CHO-K1 Ca ag: -0.4
  OXTR potentiator: 0
  CHO-K1 Ca antag: -11

Later entries:
SMILES	CHRM4 antagonist	CHRM1 antagonist	M1 ag	M4 ag	CHO parental Ca	CHRM1 PAM	CHO-K1 Ca ag	OXTR potentiator	CHO-K1 Ca antag
O=CNCC(=O)NC1CCCCCC1	-4	-2	-2	1	20	-6	-0.5	-15	-6
COC(=O)C[C@H]1c2ccc(C(F)(F)F)cc2S(=O)(=O)N1Cc1ccccc1	-3	-4	-8	2	-16	6	-0.1	-6	-7
COc1ccccc1NC(=O)Cn1cnc2c(oc3ccccc32)c1=O	-2	-8	-3	3	-7	5	0.8	-4	3
COc1ccc(-c2nc3ccc(Br)cn3c2Cc2cccc(F)c2)cc1OC	-6	-25	-4	2	x	-1	-0.1	x	-6
OCC[C@@H]1C[C@@H](O)[C@H](O)[C@]2(Cc3ccccc3CCO2)O1	0	-10	0	1	4	8	0.1	-14	3
COc1cccc(OCCn2cccc2/C=C2/C(=N)N3OC(C)=CC3=NC2=O)c1	0	-5	-4	0	-10	6	0.2	-17	1
CC1=C(C(=O)N(C(C)C)C(C)C)CC(CC(=O)NC(c2ccccc2)c2ccccc2)C(=O)N1CCC1=CCCCC1 (stereo not drawn)	-9	-19	-6	-3	x	-1	0.3	x	-19
COc1ccc(NC(C)C(=O)N/N=C/c2ccccc2OCc2ccc(Br)cc2)cc1 (stereo not drawn)	3	4	-7	0	-24	-4	2.4	-6	-3
Cc1cc(=O)oc2c(CN3CCCCC3)c(O)c(Cl)cc12	1	-18	-5	1	-11	7	0.1	-8	-5
Cc1cc(Cl)c(S(=O)(=O)Nc2cccc(O)c2)cc1OCC(N)=O	-3	-8	-2	1	-1	8	1.4	-10	-7
CC(C)CN(C(=O)C1CCCO1)c1c(N)n(CC(C)C)c(=O)[nH]c1=O (stereo not drawn)	-16	-10	-4	0	x	10	4.8	x	2
O/N=C(\CN1CCCCC1)c1ccccc1	14	14	-9	0	-3	-6	1.0	0	-11

Shown with values under each structure: 5 of the compounds above
Values run as follows: CHRM4 antagonist | CHRM1 antagonist | M1 ag | M4 ag | CHO parental Ca | CHRM1 PAM | CHO-K1 Ca ag | OXTR potentiator | CHO-K1 Ca antag
> Cc1cc(=O)oc2c(CN3CCCCC3)c(O)c(Cl)cc12
  1 | -18 | -5 | 1 | -11 | 7 | 0.1 | -8 | -5
> O/N=C(\CN1CCCCC1)c1ccccc1
  14 | 14 | -9 | 0 | -3 | -6 | 1.0 | 0 | -11
> CC1=C(C(=O)N(C(C)C)C(C)C)CC(CC(=O)NC(c2ccccc2)c2ccccc2)C(=O)N1CCC1=CCCCC1 (stereo not drawn)
  -9 | -19 | -6 | -3 | x | -1 | 0.3 | x | -19
> COC(=O)C[C@H]1c2ccc(C(F)(F)F)cc2S(=O)(=O)N1Cc1ccccc1
  -3 | -4 | -8 | 2 | -16 | 6 | -0.1 | -6 | -7
> CC(C)CN(C(=O)C1CCCO1)c1c(N)n(CC(C)C)c(=O)[nH]c1=O (stereo not drawn)
  -16 | -10 | -4 | 0 | x | 10 | 4.8 | x | 2

In the list so far, these contain an NH in an aromatic ring:
SMILES	CHRM4 antagonist	CHRM1 antagonist	M1 ag	M4 ag	CHO parental Ca	CHRM1 PAM	CHO-K1 Ca ag	OXTR potentiator	CHO-K1 Ca antag
N#Cc1c(-c2ccccc2)nc(N2CCN(Cc3ccccc3)CC2)[nH]c1=O	-2	-10	-8	-1	-4	9	-0.4	-4	-13
COc1cc2[nH]c(=S)n(N(C(C)=O)C(C)=O)c(=O)c2cc1OC	8	12	0	0	-8	0	0.1	-6	6
CC(C)CN(C(=O)C1CCCO1)c1c(N)n(CC(C)C)c(=O)[nH]c1=O (stereo not drawn)	-16	-10	-4	0	x	10	4.8	x	2

Later entries
SMILES	CHRM4 antagonist	CHRM1 antagonist	M1 ag	M4 ag	CHO parental Ca	CHRM1 PAM	CHO-K1 Ca ag	OXTR potentiator	CHO-K1 Ca antag
O=C(NCCc1cccnc1)c1cc(COc2ccc(F)cc2Cl)on1	0	2	-3	5	-11	1	0.7	-9	12
CC1(C(=O)NS(=O)(=O)c2cccc(Cl)c2)CCN1C(=O)CC1CCCCC1 (stereo not drawn)	-13	-7	0	0	x	8	-0.2	x	7
N#Cc1c(/N=C/c2ccco2)sc2c1CCCCC2	-2	4	-2	1	-6	2	-0.1	-2	-2
CC(C)(C)OC(=O)N1CCC(c2c(C(=O)NCC3CCN(C4CCCC4)C3)cnn2-c2ccccc2)CC1 (stereo not drawn)	-14	-10	-5	2	-29	9	0.8	-5	-6
COc1ccc(C(=O)Nc2nc3nc(-c4ccccc4)cc(=O)n3[nH]2)cc1	-5	2	0	1	x	1	0.2	x	-13
COC(=O)N/N=C/c1ccc(-c2cc(Cl)cc(Cl)c2)o1	-2	1	-6	2	-7	5	2.6	3	-5
CCCSc1nc2c(=O)[nH][nH]c(=O)c2n1Cc1ccccc1	-1	5	-1	0	-20	-1	0.5	-16	-11
COc1cc2c(cc1OC)CN(Cc1ccccc1)CC2	-10	-20	-6	0	-7	14	-0.3	-8	-4
CCOc1cc(/C=N/NC(=O)C(C)Sc2ccccc2)ccc1O (stereo not drawn)	2	-3	-2	0	-23	5	0.5	-3	-8
Cc1ccc(CCNC(=O)C2CCC(=O)N2C2CCCC2)cc1 (stereo not drawn)	-2	-10	-6	0	0	9	1.4	0	-17
CN[C@H]1C[C@H]2c3[nH]c4ccc(-c5cccc(C)c5)cc4c3CCN2C[C@H]1[C@H](C)O	-1	-5	-1	5	x	5	0.8	x	-16
COCCNC(=O)CN(c1ccc(C)cc1)S(=O)(=O)c1ccc(SC)cc1	14	0	-4	1	-32	3	0.8	-3	7
O=C(Nc1ccccc1C(F)(F)F)N1CCC(N2CCCCC2)CC1	6	-7	-4	0	-6	6	0.1	-10	-18

Some values from the results shown:
Result of CC(C)(C)OC(=O)N1CCC(c2c(C(=O)NCC3CCN(C4CCCC4)C3)cnn2-c2ccccc2)CC1 (stereo not drawn) under M4 ag: 2
Result of O=C(NCCc1cccnc1)c1cc(COc2ccc(F)cc2Cl)on1 under CHRM1 PAM: 1

Screening data: PubChem, The Scripps Research Institute Molecular Screening Center
